Screening results from PubChem BioAssay.
V1R ag counter = activates human V1a receptor in oxytocin agonist counter-screen; P37288; CHO-V1R cells, Fluo-8 calcium fluorescence, agonist mode; 0% DMSO, 100% 3 nM vasopressin; activation, % at 3 µM; hit rate 0.25% among 320,000; AID 2797;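 active = activation above the mean activation of all tested compounds plus 3 SD, per screening run, cut at about 20% in these data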;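 note: signal is peak over basal fluorescence ratio across a 100 second FLIPR read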
Target sequence (P37288 whole entry, looked up): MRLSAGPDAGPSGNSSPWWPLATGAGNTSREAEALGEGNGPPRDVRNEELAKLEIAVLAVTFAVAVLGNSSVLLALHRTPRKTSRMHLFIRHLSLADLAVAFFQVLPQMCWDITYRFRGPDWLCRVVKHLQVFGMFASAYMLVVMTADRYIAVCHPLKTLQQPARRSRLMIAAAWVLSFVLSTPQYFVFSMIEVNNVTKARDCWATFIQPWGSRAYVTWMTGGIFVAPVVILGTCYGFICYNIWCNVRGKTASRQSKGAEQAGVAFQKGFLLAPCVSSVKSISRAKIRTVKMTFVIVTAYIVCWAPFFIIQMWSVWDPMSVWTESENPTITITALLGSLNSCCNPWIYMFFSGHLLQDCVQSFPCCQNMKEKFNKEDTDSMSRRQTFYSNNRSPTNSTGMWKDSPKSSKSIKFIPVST
OXTR potentiate = potentiators of human oxytocin receptor; P30559; CHO-OTR cells, Fluo-8 calcium fluorescence, potentiator mode; 0% = oxytocin EC15, 100% = EC100; activation, % at 3 µM; hit rate 0.061% among 320,000; AID 2445;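 active = activation above that plate's cutoff, the mean activation of tested compounds plus 3 SD, cut at about 6.6% in these data, passing the limit was not always enough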;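 note: 100% uses oxytocin at 75 nM as the full agonist control; some results filed as inactive read as strong as hits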
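Material: CHO-OTR cells, human receptor; compound dosing: single dose, 3.0 µM nominal final compound concentration; schedule: 6 min compound pre-incubation at room temperature, 100 s kinetic read; measured by: kinetic Fluo-8 calcium fluorescence; read-out basis: % activation vs EC15 and EC100 oxytocin; controls: EC15 oxytocin alone as 0%, 75 nM oxytocin as 100%; replicates: singlicate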
CHRM1 agonist = agonists of human M1 muscarinic receptor; activation, % at 3 µM; hit rate 0.33% among 360,000; CHO-K1 hM1, Fluo-8 calcium fluorescence, agonist mode; 0% DMSO, 100% acetylcholine EC100;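 active = activation above the run's mean compound activation plus 3 SD, cut at about 16% in these data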;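 note: peak over basal fluorescence ratio within a 140 s kinetic read after compound addition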
TAAR1 ag = agonists of human TAAR1; AID 624467; hit rate 0.99% among 360,000; activation, % at 3 µM; Q96RJ0; CHO RD-HGA16 TAAR1, Fluo-8 calcium fluorescence; vehicle wells 0%, saturating PEA agonist 100%;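 active = activation above the mean activation of all test compounds in the run plus 3 SD, cut at about 38% in these data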
Target sequence (Q96RJ0 whole entry, looked up): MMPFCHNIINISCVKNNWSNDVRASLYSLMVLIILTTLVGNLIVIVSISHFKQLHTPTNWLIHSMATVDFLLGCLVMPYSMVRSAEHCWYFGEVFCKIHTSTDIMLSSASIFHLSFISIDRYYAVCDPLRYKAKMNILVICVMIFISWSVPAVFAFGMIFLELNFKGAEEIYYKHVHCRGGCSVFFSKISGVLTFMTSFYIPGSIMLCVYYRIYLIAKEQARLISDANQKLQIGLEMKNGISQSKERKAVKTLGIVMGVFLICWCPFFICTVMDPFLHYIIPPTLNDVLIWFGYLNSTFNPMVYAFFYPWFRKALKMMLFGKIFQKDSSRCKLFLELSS
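System: CHO-derived RD-HGA16 cells with stable Gα16 and human TAAR1 / Times: 17-24 h plating, Fluo-8 75 min 37 °C, 30 min RT / Technique: calcium-sensitive Fluo-8 signal, excitation 470-495, emission 515-575 nm / Measure: % activation relative to PEA EC100 response / Benchmarks: DMSO and PEA EC100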
CHO-K1 Ca antag = nonselective inhibitor or artifact in parental CHO-K1 cells; AID 602250; ATP-induced calcium, Fluo-8 fluorescence; hit rate 0.6% among 360,000; inhibition, % at 3 µM;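 active = inhibition above a per-plate cutoff, the plate's mean sample inhibition plus 3 SD, cut at about 24% in these data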;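 note: 0% = DMSO plus EC80 ATP and 100% = DMSO alone without ATP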
TAAR1 antagonist = antagonists of human TAAR1. Q96RJ0. CHO RD-HGA16 TAAR1, Fluo-8 calcium fluorescence, antagonist. inhibition, % at 3 µM. hit rate 1.5% among 360,000. AID 624466;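 active = inhibition above a per-plate cutoff, the mean inhibition of test compounds on that plate plus 3 SD, cut at about 49% in these data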;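 note: 0% = DMSO plus EC80 beta-PEA response and 100% = DMSO alone without agonist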
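Material: CHO RD-HGA16 cells bearing hTAAR1; compound dosing: one-point dosing, 3 µM nominal final; schedule: dye loading 75 min at 37 °C, then 30 min room temperature; measured by: calcium fluorescence with Fluo-8; control set: vehicle and agonist controls; replication: n of 1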
CHO parental Ca = counter-screen: ATP calcium response change in parental CHO cells. parental CHO-K1, ATP-induced calcium, Fluo-8 fluorescence. inhibition, % at 5.6 µM. hit rate 0.63% among 330,000. AID 463079;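 active = inhibition above that plate's mean sample inhibition plus 3 SD, cut at about 26% in these data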;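 note: 0% = ATP-challenged DMSO wells and 100% = DMSO wells without ATP; some compounds past the cut are filed as inactive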
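test system = CHO parental line | reagent = ATP stimulus | measured by = intracellular calcium via Fluo-8 no-wash fluorescent dye | control set = ATP and no-ATP DMSO wells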
CHO-K1 Ca ag = M1 agonist counterscreen hit in parental CHO-K1 cells | Fluo-8 calcium fluorescence; scaled to maximal ATP response, vehicle zero | hit rate 0.48% among 360,000 | AID 602248 | activation, % at 3 µM; in the data active = activation above about 15%;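 note: untransfected CHO-K1 host cells lacking M1 receptor as counterscreen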
CHO-K1 Ca PAM = M1 PAM counterscreen hit in parental CHO-K1 cells. hit rate 0.02% among 360,000. activation, % at 3 µM. ATP EC20, Fluo-8 calcium fluorescence; 0% at ATP EC20, 100% at ATP max. AID 602247;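 active = activation above the run cutoff, the mean activation of all test compounds plus 3 SD, cut at about 40% in these data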;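 note: peak over basal fluorescence ratio in a 140 s read after ATP addition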
* = called active by the depositor; . = no result given.

SMILES	V1R ag counter	OXTR potentiate	CHRM1 agonist	TAAR1 ag	CHO-K1 Ca antag	TAAR1 antagonist	CHO parental Ca	CHO-K1 Ca ag	CHO-K1 Ca PAM
CC(=O)Nc1ccc(NC(=O)C(C)OC(=O)c2cccc(S(=O)(=O)N3CCCCCC3)c2)cc1 (configuration not stated)	0.6	-5	-2	0	4	22	-32	0.6	-2
Cc1cc(NC(=O)CSc2nnc(C3COc4ccccc4O3)o2)no1 (configuration not stated)	1.1	-9	-3	4	-8	-11	-11	0.4	14
COc1cccc(NC(=O)C(NCC2CCCCC2)c2ccccc2)c1 (configuration not stated)	-1.2	-5	-3	17	-2	-5	-9	-0.3	6
COc1ccccc1C(=O)NCCC(=O)OCC(=O)Nc1ccc(S(N)(=O)=O)cc1	0.7	0	-2	7	6	8	-6	-0.6	-1
O=C(COC(=O)c1ccccc1Nc1ccccc1)c1ccccc1	2.1	-9	-3	7	-15	15	6	1.1	12
CCOC(=O)C1=C(c2ccccc2)NC(SCC)=C(C#N)C1c1cccnc1 (configuration not stated)	-0.6	-11	-3	13	-17	15	-29	0.2	21
O=C(c1cccs1)N1CCc2c([nH]c3ccccc23)C1c1ccc(Cl)cc1 (configuration not stated)	0.7	-11	-4	6	-15	12	-42	0.3	1
O=C(Cn1cc([N+](=O)[O-])cn1)NCc1ccc(-n2cccn2)cc1	9.7	-6	-7	9	0	11	-2	-0.3	-4
COc1ccc(CCNC(=O)CSc2nncs2)cc1	0.2	-6	-7	2	-10	-7	-9	-0.2	14
COC(=O)c1ccc(CCc2cc(O)c(Br)cc2O)cc1	.	.	4	1	-8	18	.	0.2	6
O=C(NC1CCCCC1)c1ccccc1NC(=S)NC(=O)C1CC1	1.5	-6	-3	0	-3	6	3	0.0	16
CC(C)(C)NC(=O)CSc1nc2ccc(Nc3nc(N4CCOCC4)nc(N4CCOCC4)n3)cc2s1	-1.5	-17	-7	2	9	43	-17	6.3	14
CCC1(CC)CNC(=O)NC1	.	.	0	1	-9	-16	.	0.8	18
COc1ccc(CCn2c(C)cc(C(=O)CSc3nnnn3-c3ccccc3)c2C)cc1	0.9	-3	-4	11	24*	10	-10	-0.6	-8
CC(=O)Oc1ccc(/C=N/NS(=O)(=O)c2ccc(C)cc2)c(OC(C)=O)c1	0.9	-7	0	2	9	-4	3	0.5	-16
CCOc1ccccc1N(CC(=O)NC1CCCC1)S(=O)(=O)c1ccc(C)cc1	-1.5	-10	-8	-5	-6	-10	-27	0.0	17
Cc1ccc(/C=C/C(=O)NCc2ccncc2)cc1	-0.2	-5	-7	7	-5	1	-9	0.1	5
CC(C(=O)Nc1cc(C(F)(F)F)ccc1N1CCOCC1)N1C(=O)C2CCCCC2C1=O (configuration not stated)	3.7	-1	0	6	-24	-5	-6	0.8	1
CSc1ccccc1NC(=O)C1CCN(S(C)(=O)=O)CC1	0.4	0	-3	2	-15	-23	-9	0.3	18
c1ccc(OCCN2C3=NCCN3c3ccccc32)cc1	1.9	3	-6	1	-3	-24	-24	0.6	3
Cc1ccc(S(=O)(=O)CCC(=O)NC2CCCCC2)cc1	0.2	-10	-5	3	1	1	-15	-0.1	3
O=C(NC(=S)Nc1nc(-c2ccccc2)cs1)c1cncc(Br)c1	16	-12	11	17	-21	5	6	7.3	12
COc1cccc(NC(=O)Cn2c(CCC(=O)O)ccc2-c2ccccc2)c1	0.1	-19	-2	0	-3	-10	-24	-0.1	-7
Cc1nc(-c2ccc(Cl)cc2)sc1C1(C)CC(c2cccc(F)c2)=NO1 (configuration not stated)	0.8	3	-2	2	4	-4	-16	-0.2	-7
O=C(CC1C(=O)NCCN1C(=O)Nc1ccc(C(F)(F)F)cc1)Nc1ccc(F)cc1 (configuration not stated)	0.9	1	1	1	-7	-1	-3	1.2	16
COC(=O)c1ccc(C23CC4(C2)[C@H](CN(Cc2ccc(-c5ccccc5)cc2)[C@@H]4c2ccccc2)C3c2ccc(C(F)(F)F)cc2)cc1 (some centres not stated)	0.1	0	.	5	.	7	-10	.	.
C(=C\c1ccccc1)/C=N/Nc1nc(N2CCCCC2)nc(N2CCCCC2)n1	-0.5	-13	-5	13	-9	-3	-14	0.2	20
C#CCOCCOCCOCCNc1nc(N2CCN(C(=O)[C@H](C)n3cc(CCC(=O)O)nn3)CC2)nc(N2CCN(C(=O)[C@H](CCCCN)n3cc(CCCC)nn3)CC2)n1	.	.	-2	2	-15	-8	.	0.6	5
CCOc1cc(-c2nnc(NC(=O)c3ccco3)o2)cc(OCC)c1OCC	-0.5	-13	-2	0	-2	8	-10	0.3	8
COc1ccc([C@@H]2C[C@@H](c3ccccc3)Oc3cc(OC)c(OC)c(OC)c32)cc1	.	.	-5	3	-12	-15	.	0.6	3
CN(C)CCNC(=O)Nc1ccc(Cl)c(Cl)c1	1.2	-5	-5	18	0	12	-4	5.5	17
CC(C)(C)OC(=O)N[C@@H](C(=O)OC(C)(C)C)c1ccccc1	-1.6	-1	-11	23	-8	15	-11	-0.6	1
Nc1nnc(Cc2ccc(F)cc2)s1	2.0	4	2	0	-1	-8	-1	-0.2	1
CCN1C(=O)c2ccc(C(=O)Nc3ccc(O)cc3C)cc2C1=O	1.0	0	0	0	6	0	9	2.1	11
Cc1cc(NC(=O)CSc2nnc(C3CC3)n2C)no1	1.4	-4	0	3	-2	11	-5	0.3	20
CCN(C(=O)COC(=O)CNC(=O)c1ccc(C)c(C)c1)C1CCS(=O)(=O)C1 (configuration not stated)	0.4	-3	-4	0	3	10	5	-0.1	10
O=C(O)c1cc(O)ccc1N=Nc1ccccc1	0.3	-7	-4	4	-1	-18	4	0.7	-11
CCc1cccc(C)c1NC(=O)CN1C(=O)NC(C)(CCC(C)C)C1=O (configuration not stated)	0.2	2	-2	0	-15	2	-23	3.0	23
Cn1c(=O)c2[nH]c(C3CC=CCC3)nc2n(C)c1=O (configuration not stated)	.	.	1	4	-4	-4	.	0.2	-8
Cn1c(=O)[nH]c(=O)c2c1nc(SCc1ccccc1Cl)n2CC(N)=O	0.3	-12	-2	0	-11	11	-7	1.1	12
COc1ccc(C(=O)CN2C(=O)c3ccccc3C2=O)cc1	2.8	-4	-5	10	-9	-9	-15	1.0	21
CN(CC(=O)Nc1ccc(F)cc1)C(=O)C1Cc2ccccc2CN1S(C)(=O)=O (configuration not stated)	.	.	-3	2	-1	-30	.	1.0	-6
N#C/C(C(=O)N1CCOCC1)=C1/SC(Cc2ccc(F)cc2)C(=O)N1c1ccccc1 (configuration not stated)	0.9	2	-7	3	5	8	-14	0.5	14
Cn1nc(C(=O)OCC(=O)N(Cc2ccccc2)C(C)(C)C)c2ccccc2c1=O	.	.	2	0	-7	-10	.	0.1	-17
COc1ccc2[nH]c3c(c2c1)CCN1C(=O)C(CC(=O)NCc2ccc(OC)c(OC)c2)C[C@H](C(=O)N2CCOCC2)[C@@]31CCC1CCCC1 (some centres not stated)	.	.	-6	2	3	-20	-18	-0.2	-8
O=S(=O)(Nc1ccc2ccccc2n1)c1ccccc1	3.2	-5	-3	0	0	-3	-4	1.3	1
COc1cccc(N(C(=O)c2ccco2)C(C(=O)NC2CCCC2)c2ccc(N(C)C)cc2)c1 (configuration not stated)	-1.3	-23	-3	3	-2	-1	-14	2.0	16
CCc1nc2nc(C)c(NS(=O)(=O)c3ccc(CC(C)C)cc3)c(=O)n2[nH]1	0.8	-3	1	4	14	-9	2	0.2	-6
CC(C)NC(=S)N/N=C1\CCCc2ccccc21	-2.0	-6	-5	8	-9	-11	-3	0.1	14
C#CCN(C(=O)c1cc(COc2cccc(C(F)(F)F)c2)on1)C1CCCCC1	3.2	-13	-4	-1	-1	0	-16	1.4	14

Retrieved one by one from the list above:
SMILES	V1R ag counter	OXTR potentiate	CHRM1 agonist	TAAR1 ag	CHO-K1 Ca antag	TAAR1 antagonist	CHO parental Ca	CHO-K1 Ca ag	CHO-K1 Ca PAM
C#CCN(C(=O)c1cc(COc2cccc(C(F)(F)F)c2)on1)C1CCCCC1	3.2	-13	-4	-1	-1	0	-16	1.4	14
Cn1nc(C(=O)OCC(=O)N(Cc2ccccc2)C(C)(C)C)c2ccccc2c1=O	.	.	2	0	-7	-10	.	0.1	-17
CN(CC(=O)Nc1ccc(F)cc1)C(=O)C1Cc2ccccc2CN1S(C)(=O)=O (configuration not stated)	.	.	-3	2	-1	-30	.	1.0	-6

(further entries)
SMILES	V1R ag counter	OXTR potentiate	CHRM1 agonist	TAAR1 ag	CHO-K1 Ca antag	TAAR1 antagonist	CHO parental Ca	CHO-K1 Ca ag	CHO-K1 Ca PAM
CC(C)C[C@H]1CNC(=S)N1C[C@H]1CCCN1C[C@H](Cc1ccc(O)cc1)N1C[C@H](Cc2ccc(O)cc2)N(CCc2ccccc2)C1=S	.	.	-8	2	2	8	.	0.5	6
Cc1ccc(-c2nc3ccc(C)cn3c2CC2CCCCC2)cc1	.	.	.	-2	-8	-12	.	-0.5	7
CN(C)c1ccc(-c2csc(C(C)(O)c3ccc(F)c(F)c3)n2)cc1 (configuration not stated)	.	.	-5	2	9	-20	.	0.5	-7
O=[N+]([O-])c1c(NCCCO)cc(N2CCN(Cc3ccc4c(c3)OCO4)CC2)c2nonc12	4.8	-17	-7	4	6	-10	-13	4.7	1
COc1ccc(NC(=O)CSc2nc3c(c(=O)n2-c2ccccc2)SCC3)c(OC)c1	-1.2	-5	-3	-1	-13	-11	-3	0.2	14
O=C(COc1cccc(Cl)c1)NCC(c1cccs1)N1CCOCC1 (configuration not stated)	0.6	-9	-4	5	-8	-10	-24	0.5	-4
CCC(C)C(=O)Nc1nnc(SCC(=O)NC2CCCC2)s1 (configuration not stated)	2.2	-5	-4	-3	-8	-16	-17	-0.1	-3
COc1ccc(S(=O)(=O)N2CCC(N3CCN(Cc4ccccc4)CC3)CC2)cc1	-0.2	-1	-13	2	-11	10	-11	-0.1	12
CC(c1cccs1)N(Cc1ccco1)C(=S)Nc1ccc(F)c(Cl)c1 (configuration not stated)	3.8	-11	-3	0	2	4	4	0.3	-12
Nc1cc(N)nc(SCc2ccc(Cl)cc2)n1	2.6	-6	-2	0	2	6	3	0.8	-17
Cc1cccc(OCCOC(=O)CN2C(=O)NC3(CCCC3)C2=O)c1	0.2	-5	0	2	-7	-1	-1	1.4	3
CCOC(=O)c1ccc(NC(=O)c2ccc3c(c2)OCO3)cc1	4.9	-9	-3	14	-5	22	-3	3.3	14
O=C(CCl)c1ccc2[nH]c(=O)oc2c1	1.5	1	-1	-1	-5	-4	0	-0.2	16
CCc1cccc2c(C(=O)COC(=O)c3nccnc3N)c[nH]c12	1.2	-1	-6	3	-4	-11	-3	1.4	6
CCCCCc1nc2sc3c(c2c(=O)n1N)CCC3	0.0	-11	-3	9	4	-8	-15	0.1	14
